Bioassay records: PubChem BioAssay, several laboratories
UHRF1 binding – UHRF1 methylated DNA binding inhibitors, primary screen, counter-screen for MBD2 inhibitor project, biochemical, TR-FRET, human UHRF1, single concentration; AID 687016, 2013; E3 ubiquitin-protein ligase UHRF1 (Homo sapiens), Q96T88; UHRF1 binding to methylated oligo; 370,000 compounds, 0.75% hits; inhibition, % at 4.4 µM; in the data active = inhibition above about 21%;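 also: UHRF1 SRA domain binding a hemimethylated CpG hairpin DNA probe; 0% = median of test compound wells and 100% = reference inhibitor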
SIAE inh – human SIAE inhibitors, primary screen, biochemical, fluorescence polarization, FP-Rh probe, 1536-well HTS | Sialate O-acetylesterase (Homo sapiens), Q9HAT2 | SIAE FP-Rh probe binding | inhibition, % at 9.66 µM | 370,000 compounds, 0.69% hits;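 active = inhibition above a cutoff: mean of compounds within the control limits plus 3 SD of those, cut at about 17% in these data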;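 also: 0% = plate median of compound wells and 100% = probe without SIAE protein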
MBD2 DNA inh – inhibitors of MBD2 binding to methylated DNA, primary screen, biochemical, TR-FRET, DNA-binding domain, human. Methyl-CpG-binding domain protein 2 (Homo sapiens), Q9UBB5. 370,000 compounds, 0.31% hits. MBD2 binding to methylated oligonucleotide. inhibition, % at 4.4 µM. AID 686964, 2013; in the data active = inhibition above about 13%
TCR CD3 inh – inhibitors of human TCR-CD3 interaction, primary screen, biochemical, fluorescence, TAMRA-labeled TCR probe; T-cell receptor (TCR); inhibition, % at 9.4 µM; 360,000 compounds, 0.37% hits; AID 651800, 2012; in the data active = inhibition above about 19%;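 also: recombinant mutant TCR 2C K166C tagged with TAMRA read by polarization; 0% = receptor in buffer alone and 100% = receptor with positive control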
GC-B act – human GC-B receptor activators, primary screen, HEK293 GC-B cells, cGMP TR-FRET, EC30 CNP; activation, % at 10 µM; 0% at EC30 CNP, 100% saturating CNP; 370,000 compounds, 0.11% hits; AID 1920062, 2024; Atrial natriuretic peptide receptor 2 (Homo sapiens), P20594;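 active = activation at 10 µM reaching about 35% in either raw or pattern-adjusted values, limit read from the data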
mABHD4 FP – ABHD4 inhibitors, primary screen, biochemical, fluorescence polarization, mouse; 370,000 compounds, 0.54% hits; (Lyso)-N-acylphosphatidylethanolamine lipase (Mus musculus), Q8VD66; AID 720543, 2013; inhibition, % at 8.92 µM; purified mABHD4, FP-Rh probe fluorescence polarization;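 active = inhibition exceeding the mean over every tested compound plus 3 SD, cut at about 30% in these data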;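 also: 0% = plate median of compound wells and 100% = S159A mutant with DMSO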
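Test system: mABHD4 protein; Read-out basis: % inhibition; Incubation: 45 min + 60 min at 25 °C; Repeats: single replicate; Technique: fluorescence polarization with parallel and perpendicular emission, 525/598 nm; Compound: 8.92 µM, single dose; Benchmarks: full inhibition S159A mutant plus DMSO, zero as sample-well median.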
PRMT1 inh – PRMT1 methyltransferase inhibitors, primary screen, biochemical, fluorescence polarization; inhibition, % at 2.79 µM; 370,000 compounds, 1.3% hits; recombinant PRMT1, activity-based probe fluorescence polarization; Protein arginine N-methyltransferase 1 (Homo sapiens), Q99873; AID 652257, 2013;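 active = inhibition above about 21% made by adding two undisclosed values, limit read from the data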
rCAG binder – binders of r(CAG) RNA repeats, primary screen, biochemical, fluorescence; r(CAG) RNA repeat, TO-PRO-1 dye displacement fluorescence; inhibition, % at 3 µM; 370,000 compounds, 1.3% hits; AID 651821, 2012;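 active = inhibition above the plate cutoff, the mean of all test compounds on that plate plus 3 SD, cut at about 35% in these data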;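 also: 0% = DMSO alone and 100% = 100 µM mitoxantrone as full dye displacement; higher means more dye released from RNA so lower well fluorescence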
HTRA1 inhibitor – HTRA1 serine protease inhibitors, primary screen, biochemical, fluorescence polarization, HTS; Q92743; recombinant HTRA1, FP-rhodamine activity-based probe; inhibition, % at 5.96 µM; 340,000 compounds, 0.5% hits; in the data active = inhibition above about 36%;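 also: 0% = enzyme with DMSO and 100% = wells lacking enzyme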
GC-A act – GC-A stimulated cGMP production enhancers – HEK293 GC-A cells, cGMP TR-FRET, EC30 ANP, primary screen | Atrial natriuretic peptide receptor 1 (Homo sapiens), P16066 | 0% at EC30 ANP, 100% saturating ANP | activation, % at 10 µM | 370,000 compounds, 0.14% hits; in the data active = activation above about 40%
An asterisk follows results filed as active; · = not tested or not shown. These rows are one share of the data (hit frequency here may not be typical).

SMILES	UHRF1 binding	SIAE inh	MBD2 DNA inh	TCR CD3 inh	GC-B act	mABHD4 FP	PRMT1 inh	rCAG binder	HTRA1 inhibitor	GC-A act
Cc1c(Cl)ccc(S(=O)(=O)NCCN2CCOCC2)c1Cl	2	-3	5	-5	5	2	3	-2	5	-4
CN1[C@@H]2CCC[C@H]1CC(NC(=O)c1nn(C)c3ccccc13)C2 (stereo not given in full)	2	2	-6	2	2	4	-2	2	0	2
CCC[C@H]1[C@@H](OC(=O)NCc2cccnc2)CC[C@@]23CCCN2C(=O)CCC[C@@H]13	-1	7	0	·	-2	0	2	·	·	1
COc1cccc2cc(C(=O)C3=C(O)C(=O)N(CCN4CCOCC4)C3c3cccs3)oc12 (stereo not given)	-4	8	4	5	4	1	6	21	-2	-5
CCOc1ccc(-n2c(SCc3ccc(C#N)cc3)nnc2-c2ccco2)cc1	2	-6	9	·	-5	-15	9	7	·	-6
C[C@@H]1CNC(=O)c2c(C(=O)N3CCN(c4ccccc4)CC3)ncn21	-2	2	3	-1	2	0	-3	3	·	-1
CC1=NN(C(N)=S)C(=O)C1N=Nc1c(C)n(C)n(-c2ccccc2)c1=O (stereo not given)	-8	7	-6	6	-3	10	2	1	-2	-11
CN1CCOCCOCCN(C)C(=O)N2CCOCCOCCN(CCOCC2)C1=O	2	3	2	-5	-1	6	-1	-3	2	1
Cc1oc2cc3oc(=O)c(CCC(=O)N[C@H](C(=O)O)C(C)C)c(C)c3cc2c1C	1	2	-4	-1	4	2	5	15	0	6
C[C@H]1CN([C@@H](C)CO)S(=O)(=O)c2ccc(Br)cc2O[C@@H]1CN(C)C(=O)c1cccnc1	3	-2	3	-8	2	-5	-1	2	5	3
CCN(CC)C(=O)c1cccc(-c2csc(C(O)(c3ccccc3)C(F)(F)F)n2)c1 (stereo not given)	-2	-4	1	2	8	-25	2	-1	·	-2
C=CCc1cc(C=Nc2ccc(N3CCOCC3)cc2)cc(OCC)c1O	2	7	-3	10	-6	18	1	-2	15	-3
CCOc1cc(/C=N/NC(=O)C(C)Sc2ccccn2)ccc1O (stereo not given)	-4	-1	-3	7	1	-4	0	-4	2	1
C[C@@H]1CCN(C2CC2)S(=O)(=O)c2c(cccc2N2CC[C@@H](N(C)C)C2)O1	-1	4	2	·	3	0	0	4	·	0
Cc1ccc(NC(=O)C2CCCN(S(=O)(=O)c3cccc4cccnc34)C2)cc1 (stereo not given)	9	-2	6	-6	9	-1	2	1	-9	0
O=C(NNc1ccc(Cl)nn1)c1ccc(Cl)cc1	-1	7	0	-2	7	3	-2	0	-5	1
COC(=O)c1sccc1NC(=O)CC1C(=O)NCCN1C(=O)c1ccc(C)c(C)c1 (stereo not given)	3	4	0	4	-3	-2	-5	4	-4	7
COc1cc2c(=O)n(CC3CCCO3)c(=O)n(CC(=O)Nc3cccc(Cl)c3)c2cc1OC (stereo not given)	-2	-4	-3	8	0	1	-3	7	-7	1
CC(=O)Nc1c2c(nn1-c1ccccc1C)CS(=O)C2 (stereo not given)	4	2	0	0	-1	0	2	1	1	7
CCOC(=O)C1=C(C)NC(=O)NC1c1ccc(OCC(=O)OC)c(OC)c1 (stereo not given)	-3	6	4	7	6	3	0	0	5	3
CCCc1cc(=O)[nH]c(SCC(=O)NCCCC(=O)OCC)n1	-1	2	4	-3	-1	11	0	-4	5	4
CC(=O)Nc1ccc(/C=C(\C#N)C(=O)NC2CCCCC2C)cc1 (stereo not given)	11	0	0	3	6	4	2	-3	2	1
O=S(=O)(O)C(c1ccccc1)C1(O)CCCCC1 (stereo not given)	2	6	0	4	5	4	-8	3	2	2
CCOP(=O)(c1ccccc1)C(O)c1ccccc1 (stereo not given)	-3	6	-1	6	-7	-2	0	1	3	-1
CCCOc1ccc(-c2nc(N)n[nH]2)cc1	0	7	1	7	1	0	3	2	-6	-1
C[C@H](CO)N1C[C@H](C)[C@@H](CN(C)Cc2ccccc2)Oc2c(NC(=O)c3ccncc3)cccc2C1=O	0	-1	2	3	2	-2	-1	0	1	-1
O=C(CCC(=O)N1CCOc2ccccc21)NCCN1CCOCC1	-1	-1	-5	1	3	5	-2	2	2	7
Cc1ccn(CC(=O)N2CCCC(N3CCN(c4cccc(C(F)(F)F)c4)CC3)C2)n1 (stereo not given)	-1	7	-4	-2	2	3	-4	0	2	3
CCSc1nnc(NC(=O)CN2C(=O)NC3(CCCC3)C2=O)s1	0	-2	-6	-2	-1	-2	-5	-1	11	1
COc1ccc(-c2nnc(N(C)C(=O)c3ccco3)s2)cc1OC	0	1	2	5	-4	4	0	1	3	0
O=C(Nc1cccc(-c2cccc(F)c2)c1)C1CCN(C2CCOCC2)CC1	0	-2	2	0	-2	-4	-4	-3	1	-2
CSCc1cc(N(C)c2ccccc2)nc(-c2ccccn2)n1	-6	15	0	5	4	2	-2	-4	6	-3
Cc1cccc(N2CC(C(=O)Nc3nnc(SCc4ccccn4)s3)CC2=O)c1 (stereo not given)	2	-2	2	-8	-1	-1	2	18	-19	-5
Cc1cc(NC(=O)CSc2nnc(-c3cccnc3)n2C2CCCCC2C)no1 (stereo not given)	0	11	-6	5	10	1	0	2	1	5
NC(=O)CC[C@H](NC(=O)c1ccc(F)cc1)C(=O)OCC(=O)NCc1ccc2c(c1)OCO2	0	-3	-5	-7	0	2	2	1	6	2
Cc1nn(-c2ccccc2)c(C)c1C(=O)NCCc1ccccc1	1	-3	-1	6	-5	2	-1	-1	-8	5
COc1ccc(OC)c(NC(=O)C2COc3ccccc3O2)c1 (stereo not given)	1	-2	-2	-2	-15	0	1	-6	-12	-15
COc1cc(/C=C(\C#N)c2ccccn2)ccc1OCC(=O)Nc1cccc(C(F)(F)F)c1	5	-8	11	-7	0	-10	3	-3	-10	1
CS(=O)(=O)N(CC(=O)NCc1ccc2c(c1)OCO2)c1cccc(Cl)c1	-3	1	-5	-5	2	1	2	1	-3	0
O=C(O)CCN1c2cccc3cccc(c23)S1(=O)=O	-4	5	-10	4	1	3	1	1	2	4

Record cards, from the list above. Screens in order: UHRF1 binding	SIAE inh	MBD2 DNA inh	TCR CD3 inh	GC-B act	mABHD4 FP	PRMT1 inh	rCAG binder	HTRA1 inhibitor	GC-A act
COc1cc(/C=C(\C#N)c2ccccn2)ccc1OCC(=O)Nc1cccc(C(F)(F)F)c1 is listed with 5	-8	11	-7	0	-10	3	-3	-10	1
O=C(O)CCN1c2cccc3cccc(c23)S1(=O)=O is listed with -4	5	-10	4	1	3	1	1	2	4

(listing goes on)
SMILES	UHRF1 binding	SIAE inh	MBD2 DNA inh	TCR CD3 inh	GC-B act	mABHD4 FP	PRMT1 inh	rCAG binder	HTRA1 inhibitor	GC-A act
O=C(CN(Cc1ccc(Cl)cc1)S(=O)(=O)c1ccccc1)NCC1CCCO1 (stereo not given)	-4	3	2	3	1	0	-3	-7	-3	0
COc1cc(C(N)=O)cc(Br)c1OC	3	2	-3	7	-8	9	2	3	9	8
O=C(NCc1ccc2c(c1)OCO2)C1CC(c2cccc(Br)c2)=NO1 (stereo not given)	0	-1	3	4	-1	-4	-2	-9	-11	-7
CC(=O)NCc1ccc(S(=O)(=O)N2CCN(S(=O)(=O)c3ccc4ccccc4c3)CC2)cc1	-2	-9	0	-2	1	-5	-2	7	-5	2
CCNS(=O)(=O)c1ccc(CCC(=O)N2CCN(c3ccc(OC)cc3)CC2)cc1	10	-3	5	-1	4	-2	0	-4	5	4
Cc1ccc(OCc2nnc(SCC(=O)c3ccccc3)n2-c2ccccc2)cc1	-2	-8	2	6	1	-13	0	-2	-49	-6
N#C/C(=C\c1cn(CC(=O)N2CCCC2)c2ccccc12)C(=O)NCc1ccc2c(c1)OCO2	-5	0	-9	3	-4	-3	-2	1	-12	-2
CCCCCC(N)=O	-1	-3	-2	2	-3	-3	-2	3	-1	0
CC1=CC(C)(C)Nc2ccc(OC(=O)c3cccnc3)cc21	-4	9	-2	3	2	4	-1	-5	3	0
C#CCOCCOCCOCCNc1nc(N2CCOCC2)nc(N2CCN(C(=O)CCCCCCCCCCNC(=O)Cn3cc(CCCCCN)nn3)CC2)n1	0	0	7	0	6	9	4	1	1	3
CC(=O)Nc1ccc(N(C(=O)c2ccco2)C(C(=O)NC2CCCC2)c2cccs2)cc1 (stereo not given)	2	1	-5	-3	-4	-3	3	-7	-3	-9
CN(CC(=O)Nc1ccc(F)c(F)c1F)C(=O)C1CCC1	4	0	-3	-7	4	1	-2	1	6	0
COc1ccc(CCNC(=O)CN(C)S(=O)(=O)c2cccc3nsnc23)cc1OC	-1	2	-1	0	2	5	0	-4	1	5
N=c1sccn1CC(=O)Nc1ccc(S(=O)(=O)N2CCOCC2)cc1	0	-2	2	1	5	6	1	2	-5	2
N#Cc1ccc(Nc2nc(-c3ccccc3)cs2)cc1	-2	7	0	2	2	15	2	13	·	9
CCN(CC(=O)NCc1cccs1)S(=O)(=O)c1ccc(C(C)C)cc1	1	6	-2	2	4	-8	0	-3	-6	1
O=C(COc1ccc(Cl)cc1Cl)NCCSc1ccc(Cl)cc1	1	2	4	-8	-3	-7	-1	-3	-18	1
COC(=O)C1=CN(c2ccc(OC)cc2)C=C(C(=O)OC)C1c1cccc(F)c1	5	-3	3	-7	3	1	4	-3	-17	2
COc1ccc2c(c1OC)C(=O)N1c3ccccc3SC21 (stereo not given)	-2	-2	2	3	-3	-4	16	2	2	1
COc1cc2c(c(OC)c1OC)-c1ccc(OC)c(=O)cc1C(N)CC2 (stereo not given)	-1	6	-6	1	3	6	0	1	5	-8
CCC(C)(C)NC(=O)C(c1ccc(C)cc1)N(Cc1cccs1)C(=O)c1ccc2c(c1)OCCO2 (stereo not given)	-2	-4	1	1	-4	4	0	-3	-11	-8
COc1cc(C)c(/C=C(\C#N)C(=O)Nc2cccc(C)c2)cc1C(C)C	0	1	4	5	-3	-7	-1	-3	-20	-6
COc1ccc2nc(-c3ccccc3)cc(C(=O)N3CCC3)c2c1	-1	4	-4	0	8	2	2	4	5	4
Nc1nc(Nc2cccc(Cl)c2)nc(NCCO)c1[N+](=O)[O-]	4	-10	1	-8	8	1	1	3	-6	23
O=C(Oc1cccnc1)c1ccc([N+](=O)[O-])cc1Cl	2	5	-1	2	0	-2	0	0	-1	2
Cc1noc(C)c1CSc1nnc2scc(-c3ccc(Cl)cc3)n12	-1	2	-4	3	-15	-3	-3	-2	-8	-16
O=C(CSc1nnc(COc2ccccc2)n1Cc1ccco1)c1ccc2ccccc2c1	-2	-8	-3	·	-5	-26	5	10	·	-11
C/C(=N\NC(N)=S)c1ccc(Cl)s1	0	0	4	0	-3	-2	5	0	-4	-1
CCOc1ccc(-c2nn(-c3ccccc3)cc2/C=C2\SC(=S)N(Cc3ccco3)C2=O)cc1	-3	-2	2	6	3	-3	-2	4	-40	-3
